# High-throughput results (PubChem)
# ANO1 activ = mouse TMEM16A channel activation, primary screen; Q8BHY3; HEK293 TMEM16A/YFP-H148Q/I152L, iodide quench fluorescence; active compounds read low; B-score at 10 µM; actives 0.3% (n = 340,000); AID 623877;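 active = fluorescence-ratio B-score plate-corrected deviation score at least 3 library SD below zero, with starting fluorescence score within 5 deviations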;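 note: channel opened by trigger with iodide after compound preincubation; score built on the fluorescence ratio of max minus min over baseline; more negative score means more quench and so TMEM16A activation or potentiation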
# TRPC4 inh = inhibitors of mouse TRPC4 channel; actives 0.39% (n = 300,000); Q9QUQ5; HEK293 TRPC4beta/mu-opioid, DAMGO-evoked Fluo4 calcium flux; active compounds read low; B-score at 10 µM; AID 2247;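 active = B-score over 3 SD under the library average, no early fluorescence shift, positive overall ratio signal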
#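 System: stable TRPC4beta/mu-opioid receptor HEK293 cells; Dosing: single-point compound dosing; Measured by: Fluo4 Ca2+ flux fluorescence; Read-out basis: per-well B score of integrated baseline-normalized Fluo4 ratio.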
# TRPC4 PAM = TRPC4 (mouse) allosteric potentiation; actives 0.42% (n = 310,000); AID 2227; HEK293 TRPC4beta/mu-opioid, DAMGO EC20, Fluo-4 Ca2+ flux; active compounds read high; B-score at 10 µM;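 active = B-score of calcium response area above 5 SD of library B-scores, with initial fluorescence ratio within 5 SD of library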;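 note: B-score of integrated fluorescence ratio over time as area under calcium response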
# MrgX1 allo act = human MrgX1 positive allosteric modulation, primary screen | MrgX1-HEK293, Fluo-4 calcium flux, FDSS; active compounds read high | B-score at 10 µM | actives 0.63% (n = 310,000);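 active = plate-corrected calcium response at least 3 library SD above typical, normal starting fluorescence, not activating the receptor alone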;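 note: compound read alongside a low EC10 to EC30 dose of BAM8-22 agonist; peak minus trough fluorescence over baseline measured at the second addition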
# TRPC6 act = mouse TRPC6 channel activation | HEK293-TRPC6 membrane potential dye fluorescence; active compounds read high | Q61143 | actives 0.13% (n = 310,000) | AID 2550 | B-score at 10 µM;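 active = B-score of the integrated fluorescence ratio above library mean plus 3 SD, and starting fluorescence ratio within library mean plus 5 SD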;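 note: higher score means more depolarization so channel activation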
# Target sequence (Q61143 whole entry, looked up): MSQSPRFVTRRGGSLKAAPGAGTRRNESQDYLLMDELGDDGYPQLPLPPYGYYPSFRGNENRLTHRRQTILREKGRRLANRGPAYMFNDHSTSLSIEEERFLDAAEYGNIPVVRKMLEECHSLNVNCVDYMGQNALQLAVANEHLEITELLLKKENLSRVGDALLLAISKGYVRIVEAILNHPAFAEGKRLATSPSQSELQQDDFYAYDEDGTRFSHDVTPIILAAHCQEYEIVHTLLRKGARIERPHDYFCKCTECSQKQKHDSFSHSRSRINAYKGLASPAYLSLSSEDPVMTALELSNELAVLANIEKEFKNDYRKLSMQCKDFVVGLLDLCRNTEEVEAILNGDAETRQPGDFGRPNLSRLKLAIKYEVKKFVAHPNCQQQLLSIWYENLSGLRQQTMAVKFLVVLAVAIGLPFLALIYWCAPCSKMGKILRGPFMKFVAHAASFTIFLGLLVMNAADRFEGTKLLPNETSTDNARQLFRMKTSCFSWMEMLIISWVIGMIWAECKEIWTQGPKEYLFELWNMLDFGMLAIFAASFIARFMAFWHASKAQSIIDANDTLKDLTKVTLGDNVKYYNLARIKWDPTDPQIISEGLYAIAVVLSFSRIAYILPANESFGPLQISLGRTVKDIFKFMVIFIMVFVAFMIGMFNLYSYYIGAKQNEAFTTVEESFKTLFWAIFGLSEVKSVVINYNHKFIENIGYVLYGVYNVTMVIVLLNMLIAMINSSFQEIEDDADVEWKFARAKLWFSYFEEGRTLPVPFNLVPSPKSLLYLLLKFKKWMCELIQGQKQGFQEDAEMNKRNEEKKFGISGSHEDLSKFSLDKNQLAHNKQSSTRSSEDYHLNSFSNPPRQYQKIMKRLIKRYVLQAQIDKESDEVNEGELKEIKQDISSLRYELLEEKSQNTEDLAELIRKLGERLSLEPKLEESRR
# TMEM16A inh = inhibitors of mouse TMEM16A calcium-activated chloride channel; Q8BHY3; HEK293 TMEM16A/YFP iodide influx fluorescence, ionomycin; normalized B-score (activity score, 25-100; higher = stronger inhibition) at 10 µM; actives 1.2% (n = 310,000);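 active = ratio plate-corrected score three or more library SD toward inhibition, starting fluorescence score within five deviations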;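 note: score derived from kinetic fluorescence span divided by baseline fluorescence per well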
# MrgX1 antag = human MrgX1 receptor antagonism, primary screen; B-score at 10 µM; Q96LB2; MRGX1-HEK293 calcium flux, Fluo-4, BAM8-22 antagonism; active compounds read low; actives 1.3% (n = 310,000);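 active = calcium-response B-score plate-corrected more than 3 library SD below zero, starting fluorescence within 5 deviations, no agonist response on first addition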;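 note: peak minus trough fluorescence over baseline after final BAM8-22 challenge near maximal dose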
# TRPC6 inhibitor = mouse TRPC6 channel inhibition | Q61143 | HEK293-TRPC6, membrane potential dye, ACh-evoked depolarization; active compounds read low | B-score at 10 µM | actives 1.1% (n = 310,000);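 active = B-score under library mean minus 3 SD, initial fluorescence not abnormally high, positive integrated signal ratio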;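 note: B-score derived from integrated fluorescence ratio over the kinetic read; more negative B-score means stronger inhibition of depolarization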
# SKKanGAS inh = blocks kanamycin growth of S. pyogenes SKKanGAS strain; BacTiter-Glo, 6 h; inhibition, % at 7.5 µM; actives 1.3% (n = 300,000); AID 1662;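 active = mean replicate score, as percent of positive control median, at least 50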;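 note: strain carries kanamycin resistance gene driven by streptokinase promoter and grows in 40 µg/ml kanamycin; loss of luminescence reflects streptokinase promoter inhibition or plain growth inhibition; 0% = median of DMSO wells and 100% = positive control at its reference dose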
# MrgX1 agonist = agonists of human MrgX1 receptor; Q96LB2; MrgX1-HEK293 cells, Fluo-4 calcium fluorescence, agonist mode; active compounds read high; B-score at 10 µM; actives 0.44% (n = 310,000); AID 588627;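 active = calcium response B-score plate-corrected fluorescence ratio at least 3 library SD, with starting fluorescence B-score inside 5 SD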
#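 System – MrgX1-expressing HEK293 cells · Incubation – cells plated overnight, dye loaded 0.5 h 37 °C, 0.5 h room temperature · Technique – kinetic Fluo-4 NW fluorescence of intracellular calcium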
# TRPC4 act = opens the mouse TRPC4 cation channel | Q9QUQ5 | HEK293 TRPC4beta/mu-opioid, Fluo4 calcium fluorescence; active compounds read high | B-score at 10 µM | actives 0.49% (n = 310,000) | AID 2237;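 active = B-score above 5 SD of library B-scores, and initial fluorescence ratio not above library mean plus 5 SD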;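 note: positive B-score marks a calcium rise read as TRPC4 activation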
#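 Assay system: HEK293 stable line with TRPC4beta plus mu-opioid receptor. Times: dye 45 min RT, read 110 s. Measured by: kinetic Fluo4 calcium fluorescence. Measure: B score of integrated ratio. Controls: assay buffer as low control, maximal DAMGO as high control.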
# An asterisk follows results filed as active; i = inactive; . = not tested or not shown.
SMILES,ANO1 activ,TRPC4 inh,TRPC4 PAM,MrgX1 allo act,TRPC6 act,TMEM16A inh,MrgX1 antag,TRPC6 inhibitor,SKKanGAS inh,MrgX1 agonist,TRPC4 act
Cc1nn(C)c(C)c1S(=O)(=O)N(CC(=O)Nc1ccc2c(c1)OCO2)c1ccc(C(C)C)cc1,i,.,.,i,.,i,i,.,.,i,.
c1coc(CNCCCN2CCOCC2)c1,i,i,i,i,i,i,i,i,2.1,i,i
CCOc1ccc(NC(=O)Nc2ccc3c(c2)nnn3C)cc1,i,i,i,i,i,i,i,i,-0.8,i,i
COCCn1nnnc1C(c1ccccc1)N1CCN(Cc2ccc3c(c2)OCO3)CC1 (configuration not stated),i,i,i,i,i,i,i,i,1.7,i,i
COc1ccc(OC)c(-n2cnnn2)c1,i,i,i,i,i,i,i,i,-3.5,i,i
COc1cccc(-c2noc(CCC(=O)NC3CCCC3)n2)c1,i,i,i,i,i,i,i,i,-2.7,i,i
COc1ccc(C(=O)N/N=C(\CCC(=O)O)c2ccc(C(C)(C)C)cc2)cc1OC,i,i,i,i,i,i,i,i,3.6,i,i
CN(C(=O)c1ccc(-c2nn(C)c(=O)c3ccccc23)cc1)c1ccccc1,i,i,i,i,i,i,i,i,6.4,i,i
Cc1ccc(NCC(=O)N/N=C/c2ccc(C(=O)O)cc2)cc1,i,i,i,i,i,i,i,i,5.2,i,i
Cc1cc(NC(=O)CCC(=O)N(c2cccc(F)c2)C(C(=O)NC2CCCC2)c2ccccc2)no1 (configuration not stated),i,i,i,i,i,i,i,i,2.0,i,i
C#CCOCCOCCOCCNc1nc(N2CCN(C(=O)[C@H]([C@@H](C)CC)n3cc([C@@H](N)CO)nn3)CC2)nc(N2CCN(C(=O)[C@H](CCCCN)n3cc([C@@H](N)CC(C)C)nn3)CC2)n1,.,i,i,i,i,i,i,i,2.7,i,i
CCCCN(CCCC)CCCN1CC(=O)N2[C@@H](Cc3c([nH]c4ccccc34)C2(C)C)C1=O,i,i,i,i,i,i,i,i,-0.3,i,i
CCOC(=O)C1C(=O)CC(=O)CC1CC(C)SCC (configuration not stated),i,i,i,i,i,i,i,i,5.4,i,i
O=C(NCc1ccccc1)C1CCCN(S(=O)(=O)c2ccc(-n3cnnn3)cc2)C1 (configuration not stated),i,i,i,i,i,i,i,i,11.4,i,i
COc1ccc(-c2[nH]ncc2CNC(C)CCn2cccn2)c(F)c1 (configuration not stated),i,i,i,i,i,i,i,i,-3.6,i,i
O=C(NN1CCOCC1)c1ccccc1F,i,i,i,i,i,i,i,i,5.5,i,i
CC(C)(C)c1nc(Sc2ncccc2[N+](=O)[O-])n[nH]1,i,i,i,i,i,i,i,i,11.8,i,i
COc1ccc(NC(=O)c2cccc(-c3ccc(O)cc3)c2)cn1,i,i,i,i,i,i,i,i,52.9*,i,i
N#CCCN1CCN(C2=NC(=O)C(=C3CCCCC3)S2)CC1,i,i,i,i,i,i,i,i,8.6,i,i
CCCCn1c(N)c(N(CCOC)C(=O)CSc2n[nH]c(-c3ccc(C)cc3)n2)c(=O)[nH]c1=O,i,i,i,i,i,i,i,i,-3.6,i,i

# Among those listed so far, these contain a halogen:
SMILES,ANO1 activ,TRPC4 inh,TRPC4 PAM,MrgX1 allo act,TRPC6 act,TMEM16A inh,MrgX1 antag,TRPC6 inhibitor,SKKanGAS inh,MrgX1 agonist,TRPC4 act
Cc1cc(NC(=O)CCC(=O)N(c2cccc(F)c2)C(C(=O)NC2CCCC2)c2ccccc2)no1 (configuration not stated),i,i,i,i,i,i,i,i,2.0,i,i
COc1ccc(-c2[nH]ncc2CNC(C)CCn2cccn2)c(F)c1 (configuration not stated),i,i,i,i,i,i,i,i,-3.6,i,i
O=C(NN1CCOCC1)c1ccccc1F,i,i,i,i,i,i,i,i,5.5,i,i

# Continuation.
SMILES,ANO1 activ,TRPC4 inh,TRPC4 PAM,MrgX1 allo act,TRPC6 act,TMEM16A inh,MrgX1 antag,TRPC6 inhibitor,SKKanGAS inh,MrgX1 agonist,TRPC4 act
CCN(C(=O)Nc1ccccc1)c1ccccc1,i,i,i,i,i,i,i,i,1.5,i,i
Cc1ccsc1C(=O)NCc1ccc(Cl)cc1,i,i,i,i,i,i,i,i,2.0,i,i
COc1ccc(OC)c(N2C(=O)CC(Cc3ccc(C)cc3)C2=O)c1 (configuration not stated),i,i,i,i,i,i,i,i,0.2,i,i
COc1ccc2cc(C(C)C(=O)O)ccc2c1 (configuration not stated),i,.,.,i,.,i,i,.,.,i,.
OC(COCC1CC=CCC1)Cn1cnc2ccccc21 (configuration not stated),.,i,i,i,i,i,i,i,-6.1,i,i
COC(=O)[C@@H](NC(=O)Nc1cc(Cl)ccc1C)C(C)C,i,i,i,i,i,i,i,i,-2.1,i,i
CC1CCCN(CC(O)COCc2ccccc2)C1 (configuration not stated),i,i,i,i,i,i,i,i,2.6,i,i
O=C(C(c1ccccc1)c1ccccc1)N(Cc1ccco1)C1CCS(=O)(=O)C1 (configuration not stated),i,i,i,i,i,i,i,i,2.9,i,i
CSc1cccc(NC(=O)NNC(=O)C2CCN(S(=O)(=O)N(C)C)CC2)c1,i,i,i,i,i,i,i,i,-1.8,i,i
COC(=O)c1nnn(-c2nonc2N)c1CSc1nc2ccccc2s1,i,i,i,i,i,i,i,i,-6.5,i,i
Cc1ccc(/C=N/NC(=O)CNC(=O)c2ccc(S(=O)(=O)N(C)C)cc2)o1,i,i,i,i,i,i,i,i,-1.1,i,i
Cc1cccc2sc(NNC(=O)C3COc4ccccc4O3)nc12 (configuration not stated),i,i,i,i,i,i,i,i,17.5,i,i
CCN1CCN(c2c(/C=C3\SC(=S)N(Cc4ccco4)C3=O)c(C)c(C#N)c(=O)n2C)CC1,i,i,i,i,i,i,i,i,-2.4,i,i
O=C(COC(=O)c1ccccc1-c1nc2ccccc2s1)Nc1ccccc1C(F)(F)F,i,i,i,i,i,i,i,i,3.7,i,i
COc1ccc(OC)c(CCNC(=O)c2sc3nc4n(c(=O)c3c2C)CCC4)c1,i,i,i,i,i,i,i,i,0.5,i,i
CC(=O)Nc1ccc2nc(-c3ccccn3)[nH]c2c1,i,i,i,i,i,i,i,i,5.5,i,i
O=c1ccn(Cc2ccccc2)c2ccccc12,i,i,i,i,i,i,i,i,3.0,i,i
O=C(NCc1ccco1)C1CCCN(S(=O)(=O)c2cnc[nH]2)C1 (configuration not stated),-16.8*,i,i,i,i,i,i,i,2.6,i,i
CC1C(=O)NN=C1C(=O)N/N=C\C(Br)=C\c1ccccc1 (configuration not stated),i,i,i,.,i,.,.,i,-17.4,.,i
COCc1nc(-c2ccc(-c3ccc(OC)cc3)nc2OC)no1,i,i,i,i,i,i,-11.5*,i,18.4,i,i
CN(C)c1ccc(C2C3C(=O)NC(=O)C3ON2c2ccc(Cl)cc2)cc1 (configuration not stated),i,i,i,i,i,i,i,i,7.9,i,i
O=C(CCS(=O)(=O)c1cccc2nonc12)N1CCOCC1,i,i,i,i,i,i,i,i,1.2,i,i
COc1ccc(CCNC(=O)c2cccc(NC(=O)CC3SC(N4CCCCC4)=NC3=O)c2)cc1OC (configuration not stated),i,i,i,i,i,i,i,i,-1.4,i,i
Nn1c(SCc2cccc(Cl)c2)nnc1-c1ccncc1,i,i,i,i,i,i,i,i,1.8,i,i
Cn1c(=O)c2c(O)c(Cc3ccccc3)c(=O)n(C)c2n(C)c1=O,i,i,i,i,i,i,i,i,-3.9,i,i
CCOC(=O)C1CSC(CC(=O)Nc2ccc(Cl)c(Cl)c2)C(=O)N1 (configuration not stated),i,i,i,i,i,i,i,i,-2.6,i,i
Cc1c(C(=O)N(C)CC(=O)Nc2cccc(F)c2)oc2c(Cl)cccc12,i,i,i,i,i,i,i,i,21.3,i,i
Cc1ccccc1C(=O)Nc1cccc(C(=O)N/N=C/c2ccccn2)c1,i,i,i,i,i,i,i,i,1.4,i,i
CCOC(=O)C1CCN(S(=O)(=O)c2ccc(Cl)cc2)CC1,i,i,i,i,i,i,i,i,-4.8,i,i
Cn1nc(C(=O)Nc2ccc3c(c2)OCCO3)cc1C(=O)O,i,i,i,i,i,i,i,i,1.9,i,i
Cc1cccc(Cl)c1OCCN1CCCC1,i,i,i,i,i,i,i,i,-1.2,i,i
Cc1cccc(Nc2nc(N)c(C#N)c(CC#N)c2C#N)c1,i,i,i,i,i,i,i,i,2.5,i,i
CCCC1=Nc2cc(C(=O)NCCN3CCOCC3)ccc2Sc2ccc(C)cc21,i,i,i,i,i,i,i,i,6.5,i,i
COc1ccccc1N1CCN(S(=O)(=O)CCNC(=O)c2cccc(F)c2)CC1,i,i,i,i,i,i,i,i,-1.3,i,i
O=C(NC(=O)c1ccccc1O)c1ccc2c(c1)CCO2,i,i,i,i,i,i,i,i,19.7,i,i
COc1cc(/C=C(\C#N)C(=O)NCC2CCCO2)ccc1O (configuration not stated),i,i,i,i,i,i,i,i,-1.5,i,i
O=S(=O)(c1ccc(N2CCCCCC2)nc1)N1CCCC1,i,i,i,i,i,i,i,i,-4.3,i,i
Cc1ccc(NC(=S)N=Nc2c(O)n(C)c3ccc(S(=O)(=O)N4CCOCC4)cc23)cc1,i,i,i,.,i,.,.,i,34.2,.,i
Cc1ccc(C)c(NC(=O)CN(C)C(=O)Cn2c(=O)oc3ccccc32)c1,i,i,i,i,i,i,i,i,-1.2,i,i
Cc1ccc(-n2c(SCC(=O)N3CCOCC3)nnc2-c2ccncc2)cc1,i,i,i,i,i,i,i,i,4.0,i,i
Cc1ccccc1NC(=O)N1c2ccccc2CC1C (configuration not stated),i,i,i,i,i,i,i,i,3.2,i,i
COc1cccc(N2C(=O)CC(N3CCc4ccccc43)C2=O)c1 (configuration not stated),i,i,i,i,i,i,i,i,-21.1,i,i
COc1ccccc1Nc1nn2c(=O)c3ccc(C(=O)N4CCCCC4)cc3nc2s1,i,i,i,i,i,i,i,i,5.9,i,i
CC(C)C(NC(=O)OCc1ccccc1)C(=O)NCC(=O)OC(C)(C)C (configuration not stated),i,i,i,i,i,i,i,i,3.6,i,i
COc1ccc(C(=O)c2ccc(OC)c3cccc(O)c23)cc1OC,i,i,i,i,i,i,i,i,4.3,i,i
CNC(=O)n1cc(C)c(-c2cccs2)n1,i,i,i,i,i,i,i,i,-4.4,i,i
